M1 PAM = human M1 muscarinic receptor positive allosteric modulators, primary screen, CHO-K1 cells, Fluo-8 calcium fluorescence, 1536-well; CHO-K1 hM1, ACh EC20; 0% = ACh EC20, 100% = maximal ACh; activation, % at 3 µM; 360,000 compounds, 0.088% hits; in the data active means activation above about 19%, passing the limit was not always enough
Target sequence (P11229 whole entry, looked up): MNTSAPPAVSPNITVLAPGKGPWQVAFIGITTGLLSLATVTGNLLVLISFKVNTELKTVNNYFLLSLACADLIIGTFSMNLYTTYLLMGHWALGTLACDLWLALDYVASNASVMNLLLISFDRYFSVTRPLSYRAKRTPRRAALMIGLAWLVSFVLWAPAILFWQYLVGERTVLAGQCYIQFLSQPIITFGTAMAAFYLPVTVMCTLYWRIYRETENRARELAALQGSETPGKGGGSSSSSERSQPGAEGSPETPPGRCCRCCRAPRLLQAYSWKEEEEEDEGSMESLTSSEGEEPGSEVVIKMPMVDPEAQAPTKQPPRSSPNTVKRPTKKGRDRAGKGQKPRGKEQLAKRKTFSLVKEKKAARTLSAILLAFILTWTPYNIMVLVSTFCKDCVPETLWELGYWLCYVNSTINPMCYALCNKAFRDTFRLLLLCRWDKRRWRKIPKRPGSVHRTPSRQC
CHO-K1 Ca antag = counter-screen for M1 antagonists: effect in parental CHO-K1 cells; ATP-induced calcium, Fluo-8 fluorescence; inhibition, % at 3 µM; 360,000 compounds, 0.6% hits;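 active means inhibition above a per-plate cutoff, the plate's mean sample inhibition plus 3 SD, cut at about 24% in these data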;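 further: 0% = DMSO plus EC80 ATP and 100% = DMSO alone without ATP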
CHRM1 agonist = human M1 muscarinic receptor agonists, primary screen, Fluo-8 calcium fluorescence, CHO-K1 cells, HTS | CHO-K1 hM1, agonist mode; 0% DMSO, 100% acetylcholine EC100 | 360,000 compounds, 0.33% hits | Muscarinic acetylcholine receptor M1 (Homo sapiens), P11229 | AID 588814, 2011 | activation, % at 3 µM;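 active means activation above the run's mean compound activation plus 3 SD, cut at about 16% in these data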;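 further: peak over basal fluorescence ratio within a 140 s kinetic read after compound addition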
TAAR1 antagonist = human TAAR1 antagonists, primary screen, Fluo-8 calcium fluorescence, CHO RD-HGA16 cells; Trace amine-associated receptor 1 (Homo sapiens), Q96RJ0; AID 624466, 2012; 360,000 compounds, 1.5% hits; inhibition, % at 3 µM; antagonist;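 active means inhibition above a per-plate cutoff, the mean inhibition of test compounds on that plate plus 3 SD, cut at about 49% in these data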;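 further: 0% = DMSO plus EC80 beta-PEA response and 100% = DMSO alone without agonist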
Target sequence (Q96RJ0 whole entry, looked up): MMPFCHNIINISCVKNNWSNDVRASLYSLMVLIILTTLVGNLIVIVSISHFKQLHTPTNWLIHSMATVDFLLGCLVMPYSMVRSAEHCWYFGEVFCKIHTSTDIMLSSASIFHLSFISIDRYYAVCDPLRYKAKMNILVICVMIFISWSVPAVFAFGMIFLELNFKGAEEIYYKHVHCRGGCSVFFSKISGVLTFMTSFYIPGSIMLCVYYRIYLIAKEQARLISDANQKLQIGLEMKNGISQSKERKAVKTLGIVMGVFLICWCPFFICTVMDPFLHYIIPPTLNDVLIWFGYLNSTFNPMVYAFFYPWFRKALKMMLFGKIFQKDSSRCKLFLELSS
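test system = CHO RD-HGA16 cells bearing hTAAR1 | replication = singlicate | controls = DMSO-only wells and EC80 β-PEA-stimulated wells | reagent = EC80 β-phenethylamine stimulus | read-out basis = percent inhibition of PEA-evoked calcium signal, max/basal emission ratio | schedule = seeding 17-24 h prior, 75-min 37 °C, 30-min RT dye loading | signal = kinetic Fluo-8 calcium fluorescence measurement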
TAAR1 ag = human TAAR1 agonists, primary screen, Fluo-8 calcium fluorescence, CHO RD-HGA16 cells; Trace amine-associated receptor 1 (Homo sapiens), Q96RJ0; vehicle wells 0%, saturating PEA agonist 100%; activation, % at 3 µM; 360,000 compounds, 0.99% hits;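 active means activation above the mean activation of all test compounds in the run plus 3 SD, cut at about 38% in these data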
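Signal – calcium-sensitive Fluo-8 signal, excitation 470-495, emission 515-575 nm · System – RD-HGA16 (CHO) cells co-expressing Gα16 and hTAAR1 · Incubation – 17-24 h seeding, 75 min 37 °C dye, 30 min RT · Compound dosing – 3 µM single concentration · Repeats – no replicates (n 1)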
CHO parental Ca = ATP-evoked calcium signal inhibitors, parental CHO, primary screen, counter-screen for OX1R antagonist project, cell-based, fluorescence, Fluo-8 calcium dye | parental CHO-K1, ATP-induced calcium, Fluo-8 fluorescence | inhibition, % at 5.6 µM | 330,000 compounds, 0.63% hits;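 active means inhibition above that plate's mean sample inhibition plus 3 SD, cut at about 26% in these data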;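 further: 0% = ATP-challenged DMSO wells and 100% = DMSO wells without ATP; some compounds past the cut are filed as inactive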
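Material: Parental CHO cells | Reagent: ATP | Compound dosing: Single nominal dose of 5.6 µM per compound | Detection: Intracellular calcium via Fluo-8 no-wash fluorescent dye | Read-out: % inhibition of ATP-induced calcium mobilization | Benchmarks: Low control ATP plus DMSO, high control DMSO only | Replicates: Singlicate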
M1 ag parental = counter-screen for M1 agonists: effect in parental CHO-K1 cells | AID 602248, 2012 | 360,000 compounds, 0.48% hits | Fluo-8 calcium fluorescence; scaled to maximal ATP response, vehicle zero | activation, % at 3 µM; in the data active means activation above about 15%;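 further: untransfected CHO-K1 host cells lacking M1 receptor as counterscreen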
M1 PAM parental = nonselective calcium activators in parental CHO-K1 cells, primary screen, counter-screen for M1 PAM project, cell-based, Fluo-8 calcium fluorescence, full deck, 1536-well. activation, % at 3 µM. 360,000 compounds, 0.02% hits. ATP EC20; 0% at ATP EC20, 100% at ATP max;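 active means activation above the run cutoff, the mean activation of all test compounds plus 3 SD, cut at about 40% in these data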;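 further: peak over basal fluorescence ratio in a 140 s read after ATP addition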
CHRM1 antagonist = human M1 muscarinic receptor antagonists, primary screen, CHO-K1 cells, Fluo-8 calcium fluorescence, 1536-well | CHO-K1 hM1, ACh EC80 antagonist | 360,000 compounds, 1.3% hits | Muscarinic acetylcholine receptor M1 (Homo sapiens), P11229 | inhibition, % at 3 µM | AID 588852, 2011;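 active means percent inhibition above its own plate's cutoff, namely the mean of that plate's compound wells plus 3 SD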;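 further: peak over basal fluorescence ratio during 140 s after agonist addition; 0% = ACh EC80 plus DMSO and 100% = DMSO alone without agonist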
The depositor's hits bear a star; x = no result given. Rows are unselected; overall some 4.4% were active at least once.

| molecule | M1 PAM | CHO-K1 Ca antag | CHRM1 agonist | TAAR1 antagonist | TAAR1 ag | CHO parental Ca | M1 ag parental | M1 PAM parental | CHRM1 antagonist |
| --- | --- | --- | --- | --- | --- | --- | --- | --- | --- |
| CCCCN1C(=O)/C(=C2/Sc3ccccc3N2C)S/C1=N\c1ncn[nH]1 | -6 | -16 | -4 | 32 | 8 | -13 | 0.6 | 20 | 12 |
| COc1ccc(OCC(=O)N2c3ccccc3CC2C)c([N+](=O)[O-])c1 (stereo not given) | 3 | -14 | -2 | -10 | -1 | -14 | 1.3 | 5 | -10 |
| COc1cc(NC(=S)NCCCN2CCOCC2)c(OC)cc1NC(=O)c1ccco1 | 1 | -14 | -6 | 3 | 4 | -8 | 0.2 | -9 | 6 |
| O=C(Nc1cnccn1)Nc1ccccc1Cl | 11 | -8 | -9 | -8 | 1 | -11 | 0.9 | 8 | -4 |
| O=C(NCCN1CCOCC1)/C(=C/c1ccc(F)cc1)NC(=O)c1ccccc1 | 24 | 4 | 3 | 1 | -2 | -3 | 0.5 | -10 | -24 |
| O=C(Nc1nccs1)c1cccnc1 | -2 | -10 | 0 | -4 | 2 | -2 | 0.7 | -4 | 8 |
| CCn1c(SCC(=O)NC2CC2)nnc1-c1ccc(OC)cc1 | 4 | -4 | -5 | -26 | 2 | 15 | 0.7 | 6 | -5 |
| COc1cc(NC(=O)c2cc3nc(C)cc(C)n3n2)c(OC)cc1Cl | 6 | -4 | -3 | 8 | 2 | -12 | 0.2 | 4 | -11 |
| CCOc1ncccc1C(=O)NCCc1ccc(S(N)(=O)=O)cc1 | 2 | -17 | -3 | -6 | 6 | 5 | 3.2 | 1 | 1 |
| COCc1c(Br)c(C)[nH]c(=O)c1C#N | -6 | 12 | 1 | -21 | 3 | -11 | -0.1 | -6 | 1 |
| CCOC(=O)C1C(c2cccc(Cl)c2Cl)NC(=O)NC1(O)C(F)(F)F (stereo not given) | 12 | 0 | -4 | -2 | 7 | -2 | -0.1 | 7 | -10 |
| CC(C1CC1)N(Cc1ccccc1)C(=O)NC(=O)c1ccccc1 (stereo not given) | 9 | -3 | -3 | -8 | -1 | 19 | 0.2 | 0 | -9 |
| COCCc1nc2ccc(C(=O)N3CCCC(CCCO)C3)cc2o1 (stereo not given) | 1 | 4 | -1 | -15 | 2 | -3 | -0.1 | -12 | 5 |
| CNC(=O)C[C@H]1C(=O)N(Cc2ccccc2)C[C@@H]1C | -1 | -3 | -3 | 1 | 0 | x | -0.1 | 5 | -4 |
| Cc1ccc(CC(=O)N2CCN(C(=O)c3ccco3)CC2)cc1 | 5 | 4 | -6 | 6 | 9 | -8 | 0.0 | 3 | 2 |
| Cc1ccc(/C=C/c2nc3ccccc3c(=O)[nH]2)cc1 | 2 | -8 | -3 | -3 | -2 | 11 | -0.1 | 19 | -6 |
| CC(C)[C@@H](C(=O)N1CCCC1)N1C(=O)N2CCc3c([nH]c4ccccc34)[C@@]2(C)C1=O | 2 | 6 | 0 | 4 | 0 | -9 | 3.5 | 6 | 2 |
| CC1(C(=O)OCC(=O)NC(=O)c2ccccc2)CC1(Cl)Cl (stereo not given) | 5 | -3 | -1 | 5 | 3 | -3 | 1.1 | 10 | -8 |
| Cn1c(N)c(C(=O)COC(=O)COc2ccc(C#N)cc2)c(=O)n(C)c1=O | 1 | -9 | 0 | -21 | 2 | 6 | 3.5 | 4 | -11 |
| CCOC(=O)C1=C(C)N=C2SCCC(=O)N2C1c1ccc(C(=O)OC)cc1 (stereo not given) | -6 | -9 | -6 | 6 | 2 | 0 | 0.6 | 17 | -16 |
| O=S(=O)(c1ccc(F)c(Cl)c1)N1CCCC1 | 2 | -16 | -6 | 5 | 9 | -8 | -0.2 | 19 | 1 |
| CC1CCCN(S(=O)(=O)c2ccc3[nH]c4c(c3c2)CCCC4)C1 (stereo not given) | 0 | -6 | -3 | -9 | -2 | 2 | -0.1 | -14 | 3 |
| O=C(Cc1ccc(Cl)cc1)NCC(=O)N1CCCCCC1 | 5 | -2 | -4 | -6 | 2 | -2 | 0.5 | 10 | -5 |
| CCCCc1nc2ccc(F)cc2cc1C | 7 | 5 | -3 | -13 | 0 | x | 0.4 | 13 | -6 |
| Cc1ccc(-c2csc(N3CCN(CCCn4c(-c5ccncc5)nc5ccccc54)CC3)n2)cc1 | -9 | -11 | -8 | 55* | 11 | -40 | -0.1 | 14 | 11 |
| Cc1ccc(Nc2nc(OC(C(F)(F)F)C(F)(F)F)nc(N3CCOCC3)n2)cc1 | -11 | -10 | -5 | -17 | 4 | -14 | 0.0 | 20 | -6 |
| CS(=O)(=O)N(CC(=O)Nc1ccccc1C(=O)NCc1ccco1)c1ccccc1F | 10 | -9 | -2 | 11 | 1 | 1 | 1.7 | 7 | -10 |
| CCOC(=O)[C@@H]1[C@H]2COc3cc(OC)ccc3[C@H]2N2C(=O)N(c3cccc(Cl)c3)C(=O)[C@@]12C | 10 | -12 | -1 | x | x | -20 | 0.0 | 9 | -17 |
| O=C(COC(=O)c1cc([N+](=O)[O-])ccc1N1CCOCC1)NCc1ccccc1 | 7 | -1 | -2 | -9 | 1 | x | 1.6 | -6 | -3 |
| COc1ccc(N2CC(C(=O)OCC(=O)c3ccccc3)CC2=O)cc1 (stereo not given) | 4 | -2 | -3 | 9 | 15 | -7 | 0.7 | 7 | -6 |
| COc1ccc(N2C(=NC(C)=O)SC3CS(=O)(=O)CC32)cc1OC (stereo not given) | 2 | -2 | -3 | -5 | 3 | 7 | 0.3 | 6 | -14 |
| O=C(O)CNC(=O)c1nc(-c2ccccc2)n(-c2ccccc2)n1 | 6 | 5 | -2 | 6 | -2 | 5 | 0.4 | 5 | -4 |
| CCOc1ccc(N2C(=O)CC(N)C2=O)cc1 (stereo not given) | 8 | -11 | -5 | -13 | -1 | 0 | 1.1 | 18 | -13 |
| O=c1cc(CSc2nnnn2-c2ccc(O)cc2)nc2sccn12 | -6 | -1 | -3 | -5 | 15 | -13 | 1.6 | -1 | 6 |
| O=C(O)c1ncn(Cc2ccc(Br)cc2)c1C(=O)O | 10 | -11 | -5 | 5 | 13 | -14 | 0.8 | 23 | -7 |
| Cc1ccc(-c2nn3c(C)nnc3s2)cc1NC(=O)c1ccc(-c2cccc(Cl)c2)o1 | -8 | -8 | -3 | 34 | 7 | x | 1.5 | 5 | 22 |
| N#CC1(NC(=O)COC(=O)Cn2[nH]c(=O)c3ccccc3c2=O)CCCCC1 | 5 | 2 | -3 | -3 | 1 | -7 | 0.1 | 8 | 2 |
| CCN(CC)S(=O)(=O)c1ccc(Cl)c(C(=O)NC2CCN(Cc3ccccc3)CC2)c1 | -7 | -2 | -6 | -4 | 1 | -20 | 2.1 | 3 | 20 |
| COc1ccc(CCC(=O)NNC(=O)c2ccccn2)cc1OC | 2 | 8 | -3 | -19 | 1 | x | 0.1 | -18 | -10 |
| O=C(Nc1ccccn1)c1onc2c1CCCC2 | -3 | 12 | -8 | -17 | 0 | -14 | 0.1 | -9 | 6 |
| Fc1ccc(CNc2ncccn2)cc1 | 9 | -4 | -2 | -14 | 4 | 3 | -0.8 | 5 | -9 |
| Cc1ccc(S(=O)(=O)N[C@@H](CC(C)C)C(=O)N2CCC(C(=O)N[C@H](C(=O)O)C(C)C)CC2)cc1 | -7 | 11 | -3 | -30 | 2 | -7 | 0.2 | -15 | -4 |
| O=C(NC1CC1)C1=C[C@H](c2c[nH]c3ccccc23)C[C@H](OCCCCO)O1 | -2 | -6 | -4 | -3 | 11 | -5 | 0.4 | 3 | 6 |
| COc1ccc(CCNC2CC(=O)N(CCc3ccccc3)C2=O)cc1 (stereo not given) | 16 | -20 | 5 | -4 | 5 | -14 | 1.4 | 11 | -10 |
| C[C@@H]1CN([C@@H](C)CO)C(=O)CCCn2nncc2CO[C@H]1CN(C)S(=O)(=O)c1ccc(F)cc1 | 10 | -4 | -2 | -4 | 3 | x | 0.0 | 4 | 4 |
| Cc1ccc(S(=O)(=O)N2C[C@@H]3[C@H]4CC[C@H](C4)[C@@H]3[C@@H](C)[C@@H]2c2cccn2Cc2ccccc2)cc1 | 23 | -34 | 2 | -32 | 1 | -27 | 0.5 | 25 | -28 |
| CCN(CC)C(=O)c1cccc(-c2ccc(OC)cc2)c1 | 11 | -8 | -6 | 6 | 12 | -7 | 1.2 | 23 | -10 |
| Cc1cc(=O)oc(C)c1C(=O)n1nc(C)c2c1C[C@@H]1[C@H]2C1(C)C | 3 | -4 | -1 | -10 | 15 | -3 | -0.2 | -1 | -2 |
| COc1ccc(Cl)cc1NC(=O)CC1CCCC1 | 9 | -7 | -8 | -21 | -7 | -1 | -0.4 | -2 | 2 |
| COc1ccccc1N1CCN(C2CC(=O)N(c3ccccc3)C2=O)CC1 (stereo not given) | 19 | -9 | -2 | 14 | 4 | 5 | 1.1 | 27 | -17 |
| COc1ccc(OCC(=O)OCCN(C)C)cc1 | 2 | -8 | -3 | -4 | -1 | -5 | 0.2 | 17 | -3 |
| CC(=O)c1ccc(S(=O)(=O)NCc2cccnc2)cc1 | -2 | -10 | -3 | -5 | 3 | -5 | 0.8 | 3 | -2 |
| O=S(=O)(c1cc(C(F)(F)F)ccc1Cl)N1CCCCCC1 | -1 | -13 | -4 | 6 | 11 | -5 | -0.5 | 10 | -3 |
| CC(C)c1ccc(C2CC(=O)c3cnc(N4CCc5ccccc5C4)nc3C2)cc1 (stereo not given) | 4 | 17 | -1 | 6 | 0 | -6 | -0.3 | -1 | 7 |
| O=C(Nc1ccc2ncccc2c1)c1cc(Cl)ccc1Cl | -1 | -6 | -12 | -5 | 3 | -19 | 1.8 | 7 | 2 |
| COc1cccc2c1cc1c(=O)n(CC(=O)N3CCN(c4cccc(C)c4C)CC3)nc(C)n12 | 3 | -1 | 1 | -3 | 1 | x | 0.2 | -5 | -2 |
| CC(=O)Nc1cccc(NC(=S)Nc2cccc(Cl)c2C)c1 | 11 | -1 | 0 | 5 | 1 | -12 | 0.0 | 1 | -5 |
| Cc1ccc(S(=O)(=O)N(C)CC(=O)NCCCc2ccccc2)cc1 | 5 | -4 | -3 | -20 | 3 | -5 | 1.1 | 4 | -4 |
| COc1ccc(/C=N/n2c(COc3ccccc3)n[nH]c2=S)cc1OC | 9 | 0 | -5 | -11 | 2 | -11 | 0.4 | 3 | -22 |
